mcGAS MS inh – blocks mouse cGAS cGAMP production | 130,000 tested, 0.18% active | recombinant mouse cGAS, cGAMP by RapidFire MS | AID 1259397 | inhibition, % at 12.5 µM | Q8C6L5;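 active means inhibition of cGAS enzyme activity at or above 60%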;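 further: enzyme stimulated by 45 bp dsDNA with ATP and GTP substrates; cGAMP share of summed cGAMP plus half ATP and half GTP signals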
Target sequence (Q8C6L5 whole entry, looked up): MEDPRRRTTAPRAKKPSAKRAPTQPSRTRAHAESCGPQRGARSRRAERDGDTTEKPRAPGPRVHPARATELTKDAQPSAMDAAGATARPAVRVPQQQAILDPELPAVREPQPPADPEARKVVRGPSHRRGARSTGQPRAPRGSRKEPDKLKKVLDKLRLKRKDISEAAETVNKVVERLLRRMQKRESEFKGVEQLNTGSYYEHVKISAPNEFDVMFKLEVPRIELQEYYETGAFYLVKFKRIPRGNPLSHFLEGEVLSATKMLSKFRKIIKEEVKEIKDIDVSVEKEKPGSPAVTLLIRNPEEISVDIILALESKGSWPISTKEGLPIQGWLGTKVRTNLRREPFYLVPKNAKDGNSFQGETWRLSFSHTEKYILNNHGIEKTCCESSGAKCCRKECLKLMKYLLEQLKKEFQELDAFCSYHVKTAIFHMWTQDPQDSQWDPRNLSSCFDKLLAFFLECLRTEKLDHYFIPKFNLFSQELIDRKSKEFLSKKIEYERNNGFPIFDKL
The depositor's hits bear a star; & = joins results of further samples. Only part of the results is shown; rates above refer to the full screens.

mol | mcGAS MS inh
Cc1nn(C)c(C)c1CCC(=O)N(Cc1cccnc1)C1CCCCC1 | -6
O=C(O)c1ncc(Cl)c(Cl)c1Cl | 2
CC(=NCCN1CCN(C(=O)c2ccccc2)CC1)c1c(C)[nH]n(-c2nc3ccccc3s2)c1=O | -26
N#Cc1ccccc1OC(C(=O)NC1CC1)c1ccc(F)cc1 (centres undefined) | 6
COc1cccc2c(SCC(=O)NC(C)C)nccc12 | 1
CCc1nn2c(N)c(C#N)nnc2c1-c1ccccc1 | 2
CC(OC(=O)c1ccn[nH]1)c1ccc(C(C)(C)C)cc1 (centres undefined) | -20
Cc1nc([N+](=O)[O-])cn1CCCCN1C(=O)c2ccccc2C1=O | 1
CCC1c2ccsc2CCN1CCS(=O)(=O)c1ccc(Cl)cc1 (centres undefined) | 4
Cc1cc2c(SCC(=O)Nc3ccccc3[N+](=O)[O-])ncnc2s1 | 6
O=C(CSc1nnc(C2CC2)o1)NN1C(=O)NC2(CCCCC2)C1=O | -5
CN(CCN1CCN(c2ccccc2)CC1)C(=O)CC1CCCO1 (centres undefined) | -7
COc1ccc(OC)c(C2CCN(C(=O)c3cn(CCN4CCCCC4)nn3)C2)c1 (centres undefined) | -9
CN(Cc1ccccc1)C1CCCN(C(=O)CCc2cc(Cl)no2)C1 (centres undefined) | -24
OCCC1CN(c2nc(-c3ccncc3)nc3c2CCNCC3)CCO1 (centres undefined) | -20
CCc1nnc(NC(=O)CCN2C[C@@H]3[C@@H]4CC[C@@H](C4)[C@@H]3C2)s1 | -10
O=C(CC1OCCc2ccsc21)N1CCN(CCO)CC1 (centres undefined) | -14
CN(C)S(=O)(=O)c1ccc(-c2cn3cc(Cl)ccc3n2)cc1 | -12
Cc1oc(-c2cccs2)nc1-c1c(-c2ccccc2)ncn1CCCO | -23
CC(C)N=c1ccccn1C(=O)C1CC(=O)N(c2ccc3c(c2)OCCO3)C1 (centres undefined) | -1
CCN(Cc1ccccc1Cl)C(=O)CCNC(=O)c1ccccc1F | -15
C=CCNS(=O)(=O)c1ccc(Cl)cc1 | -43
CN(Cc1cc(-c2ccccc2)no1)Cc1ccnn1-c1ccccc1 | -12
CC1CCN(C2CC(=O)N(c3ccc(S(=O)(=O)N4CCOCC4)cc3)C2=O)CC1 (centres undefined) | -9
CCS(=O)(=O)N1CCCC(COCc2ccccc2)C1 (centres undefined) | -1
CCOc1ccc(C(C)C)cc1S(=O)(=O)NCCn1ncccc1=O | -8
CN1CCN(NC(=S)N=P(c2ccccc2)(N2CCOCC2)C(C)(C)C)CC1 (centres undefined) | -8
COc1ccc(OC)c(CNC(=O)c2cnn(-c3ccc(C)c(Cl)c3)c2N)c1 | -5
Cc1cc(C(=O)CSc2nnc(-c3ccco3)o2)c(C)n1C(C)C | -14
CC(C)c1ccc(NC2=NC3CS(=O)(=O)CC3S2)cc1 (centres undefined) | 11
COC(=O)C(C)n1cnc2c(nnn2-c2ccccc2)c1=O (centres undefined) | 0
CCOC(=O)c1[nH]c2c(c1C)C(=O)CCC2 | 9
CC(=O)Oc1c(C)cc(CN(C)Cc2n[nH]c3c2CCC3)cc1C | -3
CC1(C(=O)NCc2cccc(C(F)(F)F)c2)CCN1Cc1ccc(-c2ccccn2)cc1 (centres undefined) | -4
O=C(NC1CC1)N1CCN(Cc2ccc(-c3ccccc3F)s2)CC1 | -11
O=C(C1CCCCn2nnnc21)N1CCc2[nH]nc(-c3ccccc3)c2C1 (centres undefined) | -14
CC1(C)ON=C(c2ccc(F)cc2)N(Cc2ccncc2)C1=O | 1
CCN(CCN1CCCC1)Cc1cccnc1 | -11
COC(=O)c1ccc(NC(=O)Cn2cc(-c3ccccc3C)c(N3CCOCC3)n2)cc1 | -7
CCNC(=O)CN(CC)C(=O)C(c1cccc(Br)c1)N1CCCC1 (centres undefined) | 0
CSc1cccc(CN(C(=O)Cc2ccncc2)C(C)C)c1 | -14
CC1CCC(N(C)C(=O)NCC(=O)N(C)CC(F)(F)F)CC1 (centres undefined) | -6
O=C1CON=C(c2ccccn2)N1 | 39
Cc1noc(C)c1CNC(=O)CC1CCS(=O)(=O)C1 (centres undefined) | -4
Cc1ccccc1-n1ncc2c(C(C)C)nn(CC(=O)N3CCCCC3)c(=O)c21 | -4
Cc1ccc(C(=O)NNC(=O)c2ccoc2C)cc1F | -3
CCn1c(SCC(=O)Nc2cccc(NC(C)=O)c2)nnc1-c1cccn(C)c1=O | -3
CCC1CCCCN1Cn1nc(-c2ccc3c(c2)OCO3)oc1=S (centres undefined) | -5
Cc1nnc(C(C)C)n1C1C[C@H]2CC[C@@H](C1)N2CC[C@H](NC(=O)C1CCC(F)(F)CC1)c1ccccc1 (some centres undefined) | 7
COc1ccc(N2CCN(Cc3ccc4nsnc4c3)C(C)C2)cc1 (centres undefined) | -9

Going on with the list.
mol | mcGAS MS inh
CCc1noc(C)c1C(=O)N(C)CC1COc2ccccc2O1 (centres undefined) | -5
Cc1nc2ccc(C(=O)N3CCSCC3)cc2nc1C | -9
CCOC(=O)c1nn(-c2ccccc2)c(=O)cc1OCC(=O)N1CCN(c2ccccc2)CC1 | -8
Cc1ccc(C(C)C)c(OCC(=O)NNC(=O)c2ccccc2C)c1 | 0
CCN1CC(CNC2CCN(c3cccc(NC(=O)c4ccccc4OC)c3)CC2)CC1=O (centres undefined) | -4
Cc1cccnc1CC(C)NC(=O)c1n[nH]c(=O)c2ccccc12 (centres undefined) | 3
CC1SC(=NC2CCCCC2)NN=C1c1c[nH]c2ccccc12 (centres undefined) | -3
CN1CCN(c2c3c(c(C#N)c4nc5ccccc5n24)CCCC3)CC1 | -1
N#Cc1ccccc1CN1CCN(c2nc(C(=O)N3CCCC3)co2)C1=O | -9
O=S(=O)(c1cccnc1)N1CCN(c2nc3ccccc3[nH]2)CC1 | -6
CCC(NC(=O)Cc1cnn(-c2ccccc2)c1)c1noc(C)n1 (centres undefined) | -3
Cc1cc(C)c(C#N)c(=S)[nH]1 | -5
C1=CCC(C2OCC(CN3CCCCC3)O2)CC1 (centres undefined) | -9
CN(Cc1ccccc1Cl)C(=O)c1cc(NS(C)(=O)=O)ccc1O | 1
Cc1ccc(C=Nc2c(F)cccc2F)o1 | -8
N#CC1(C(=O)Nc2ccc(-c3ccccc3)cn2)CCCCC1 | -2
CN(C)S(=O)(=O)c1ccc2c(c1)CCCN2 | 9
NC(=O)c1ccsc1NC(=O)COC(=O)c1ccccc1NCCC1=CCCCC1 | -3
COc1ccc(NC(=O)Nc2ccc(Nc3cc(OC(C)C)nc(C)n3)cc2)cc1 | -6
O=C1NCCc2c(OCc3cccc(C(F)(F)F)c3)cccc21 | -2
Cc1nc(SCC(=O)NC(=O)NCC(C)C)c2c(C)c(C)sc2n1 | -2
CC(/C=C1\N=C(c2ccc(C(C)(C)C)cc2)OC1=O)=C\c1ccccc1 | -12
COc1cc2c(cc1OC)C(=O)N(C)C(c1ccc(F)cc1)N2 (centres undefined) | -11
Cc1ccc(CN2CCC(CN(C)Cc3cccc(F)c3)CC2)o1 | -19
COc1ccc2occ(C3N=C(N)NC(Nc4ccc(F)cc4)=N3)c(=O)c2c1 (centres undefined) | 10

Of the compounds above, 9 have an NH in an aromatic ring.
mol | mcGAS MS inh
CC(=NCCN1CCN(C(=O)c2ccccc2)CC1)c1c(C)[nH]n(-c2nc3ccccc3s2)c1=O | -26
CC(OC(=O)c1ccn[nH]1)c1ccc(C(C)(C)C)cc1 (centres undefined) | -20
CCOC(=O)c1[nH]c2c(c1C)C(=O)CCC2 | 9
CC(=O)Oc1c(C)cc(CN(C)Cc2n[nH]c3c2CCC3)cc1C | -3
O=C(C1CCCCn2nnnc21)N1CCc2[nH]nc(-c3ccccc3)c2C1 (centres undefined) | -14
Cc1cccnc1CC(C)NC(=O)c1n[nH]c(=O)c2ccccc12 (centres undefined) | 3
CC1SC(=NC2CCCCC2)NN=C1c1c[nH]c2ccccc12 (centres undefined) | -3
O=S(=O)(c1cccnc1)N1CCN(c2nc3ccccc3[nH]2)CC1 | -6
Cc1cc(C)c(C#N)c(=S)[nH]1 | -5

Some of the entries so far, as labelled records.
> CC1CCN(C2CC(=O)N(c3ccc(S(=O)(=O)N4CCOCC4)cc3)C2=O)CC1 (centres undefined)
  mcGAS MS inh: -9
> CCS(=O)(=O)N1CCCC(COCc2ccccc2)C1 (centres undefined)
  mcGAS MS inh: -1
> CCOc1ccc(C(C)C)cc1S(=O)(=O)NCCn1ncccc1=O
  mcGAS MS inh: -8

Further results
mol | mcGAS MS inh
Cc1nc2ccc(NC(=O)N3CCC(Oc4cccnc4)C3)cc2o1 (centres undefined) | -41
O=C(O)c1cc(-c2ccccc2Cl)nn1-c1ccc(F)cc1 | 4
Cc1noc(C(C)SCCN2C(=O)NC(C)(C)C2=O)n1 (centres undefined) | 4
CC1CCCN(C(=O)C2CCN(C(=O)Nc3nnc(C(C)C)s3)CC2)C1 (centres undefined) | -6
O=C(NC(Cc1ccccc1)C(=O)N1CCC(C(O)(c2ccccc2)c2ccccc2)CC1)OCc1ccccc1 (centres undefined) | -6
Cn1c(C(C#N)=Cc2c(F)c(F)c(F)c(F)c2F)nc2ccccc21 | -11
CN1CC2(CCCN(Cc3nnc(-c4cccc(F)c4)o3)C2)OC1=O (centres undefined) | 6
Fc1ccc(CN2C3=NCCCN3c3ccccc32)cc1 | -13
Cc1ccc(S(=O)(=O)N(C)C)cc1C(=O)N1CCNC(=O)C1 | 1
Cc1cc2nc(Oc3ccc4ccccc4c3)c3ccccc3n2n1 | -10
O=C1CCN(C(=O)Cc2ccc(NS(=O)(=O)c3ccc(F)cc3)cc2)CC1 | -12
Cc1ncc2c(c1O)COC(C)OC2 (centres undefined) | 0
CCC1(CO)COC(c2ccco2)OC1 (centres undefined) | -4
O=C(c1ncncc1Cl)N1CC2CCC1C2 (centres undefined) | -4
CCCCN(C)C(=O)c1ccc(NS(=O)(=O)c2ccc(Cl)s2)cc1 | 4
CSc1ncccc1C(=O)NC1CCC2CCCCC2C1 (centres undefined) | -14
c1ccc(-c2nc3nnnn3c3ccccc23)cc1 | -5
C=CCn1c(C2CCS(=O)(=O)C2)n[nH]c1=S (centres undefined) | -1
Oc1ccc(-n2cnnn2)cc1 | 48
CCN(Cc1nc[nH]c1C)C1CCS(=O)(=O)C1 (centres undefined) | -11
C=CCc1cccc(/C=N\NC(=O)CSc2nnc(-c3ccc(Br)cc3)n2CC(=C)C)c1O | -4
Cc1cccc(C(=O)N(C)Cc2ccccc2C(F)(F)F)n1 | -12
Cc1cccc(Cn2c(=O)c3c(nc4n(CC5CCCO5)c(C)c(C)n34)n(C)c2=O)c1 (centres undefined) | -6
CC(C)CNc1ccc2c(n1)C(=O)N([C@H](C)C(=O)NCc1ccc(F)c(Cl)c1)C2 | 7
COc1ccc2oc(=Nc3sc4c(c3C(N)=O)CCCC4)c(-c3nc4ccccc4[nH]3)cc2c1 | -3
Nc1c(Cl)cc(NS(=O)(=O)c2ccc3c(c2)OCCO3)cc1Cl | -6
CC1(C)C2CC[C@]3(C)C(C(=O)C=C4[C@@H]5C[C@@](C)(C(=O)O)CC[C@]5(C)CC[C@]43C)[C@@]2(C)CC[C@@H]1OC(=O)CCC(=O)O (some centres undefined) | 0&3
CCOC(=O)C1=C(COC(=O)C=Cc2cccs2)NC(=O)NC1C (centres undefined) | -8
COC(=O)C1CN(Cc2ccccc2C#N)C[C@@H](C)O1 (some centres undefined) | 3
O=C(O)c1cc(-c2ccccc2F)nc2cc(-c3ccccc3)nn12 | -3
COc1ccccc1Cn1c(C)c(C(=O)Nc2cccc(Oc3ccccc3)c2)sc1=O | -12
O=C(O)C1C2C=CC3(CN(Cc4cccs4)C(=O)C13)O2 (centres undefined) | -2
O=C(c1ccc(F)cc1)N1CCN(C(=O)c2cc(O)cs2)CC1 | -6
O=C(NCc1ccccn1)C1CCCN(C2CCN(C(=O)c3ccco3)CC2)C1 (centres undefined) | 0
Cc1nnc(COc2ccc(NC(=O)c3ccn[nH]3)cc2)o1 | -7
O=C1CC(c2ccccc2)N(c2ccnc(C3CC3)n2)CCN1 (centres undefined) | -4
CCOC(=O)CON1C(=O)C(=O)N(OCC(=O)OCC)[C@H]2CCCC[C@H]21 | -14
CC(C)N1CCCC(C)(C(=O)Nc2ccc3scnc3c2)C1 (centres undefined) | -4
COc1ccc(Cl)cc1N1CCNC(C)C1=O (centres undefined) | -6
Cc1[nH]c2c(CN3CCNC(C(=O)NC4CC4)C3)cccc2c1C (centres undefined) | -10
COc1ccc(S(=O)(=O)Nc2ccc(SC)cc2)cc1 | -5
CC1c2[nH]c3ccccc3c2CCN1CCCN1CCOC1=O (centres undefined) | -14
Cc1cc(S(C)(=O)=O)ccc1NC(=O)c1ccc(F)cc1F | -13
COc1ccc(S(=O)(=O)NCC2CCCN(C(=O)c3cccc(C)n3)C2)cc1 (centres undefined) | -7&-2
Cc1c(C)n2c3c(=O)n(CC(C)C)c(=O)n(C)c3nc2n1CCCN1CCOCC1 | -7
Cc1ccc(-c2cc(C(=O)O)n(-c3ccccc3Cl)n2)cc1C | 6
Cc1noc(C)c1C(=O)NC(c1ccc(Cl)cc1)C(C)C (centres undefined) | 2
O=C(NNC(=O)C1COc2ccccc2O1)c1cccc(C(F)(F)F)c1 (centres undefined) | -4
CCOc1ccc(NC(=O)C(C)(C)C)cc1S(=O)(=O)N1CCCCC1 | -1
COc1cccc(CNc2nn[nH]n2)c1OCc1ccccc1F | -17

(further entries)
mol | mcGAS MS inh
COc1ccc(C2(CNC(=O)CC3C(=O)NCCN3C(C)C)CCCC2)cc1 (centres undefined) | 1
CCC1CN(C(=O)CN2CCCC2c2cnn(C)c2)CCO1 (centres undefined) | -4&-3
NC(=O)C1(N2CCCCC2)CCN(S(=O)(=O)c2ccc(Cl)s2)CC1 | -5
Cc1cc(C)nc(NN=C2C=C(N3CCCC3)CC(C)(C)C2)n1 | -2
